# Screening results: PubChem BioAssay, several laboratories
# BAP1 inh: inhibitors of BAP1 deubiquitinase, primary screen, biochemical, Ub-AMC fluorescence, kinetic | Ubiquitin carboxyl-terminal hydrolase BAP1 (Homo sapiens), Q92560 | recombinant BAP1, Ub-AMC hydrolysis fluorescence kinetic; stronger effect = lower value | activity remaining (% of control), % at 20 µM | 0.48% of 72,000 active | AID 436, 2006;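 active = activity remaining at or below 50% of control, provided the compound also passes the data quality filters; inactive = the rest, including low values that fail the filters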;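 also: 100% = DMSO wells rate and 0% = substrate alone blank rate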
# Target sequence (Q92560 whole entry, looked up): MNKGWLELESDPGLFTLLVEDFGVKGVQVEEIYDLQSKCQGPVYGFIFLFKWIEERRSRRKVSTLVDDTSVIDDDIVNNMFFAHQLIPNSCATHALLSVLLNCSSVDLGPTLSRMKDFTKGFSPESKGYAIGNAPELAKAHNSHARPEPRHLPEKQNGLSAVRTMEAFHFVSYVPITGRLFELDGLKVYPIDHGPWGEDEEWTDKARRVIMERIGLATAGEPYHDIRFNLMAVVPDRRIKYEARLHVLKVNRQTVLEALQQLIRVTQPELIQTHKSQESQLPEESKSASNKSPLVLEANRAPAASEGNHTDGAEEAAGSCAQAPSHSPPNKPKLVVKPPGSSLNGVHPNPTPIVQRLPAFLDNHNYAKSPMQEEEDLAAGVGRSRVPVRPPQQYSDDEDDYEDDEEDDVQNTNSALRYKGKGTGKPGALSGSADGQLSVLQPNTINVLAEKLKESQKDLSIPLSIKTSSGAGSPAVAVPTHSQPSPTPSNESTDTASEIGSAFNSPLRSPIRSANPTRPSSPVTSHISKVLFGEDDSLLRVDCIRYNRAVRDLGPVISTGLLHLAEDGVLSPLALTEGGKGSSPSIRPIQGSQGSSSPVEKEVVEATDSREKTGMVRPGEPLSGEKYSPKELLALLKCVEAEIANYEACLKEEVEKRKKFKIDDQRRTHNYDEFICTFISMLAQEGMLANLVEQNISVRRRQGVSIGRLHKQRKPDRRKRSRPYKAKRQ
# HePTP inh: inhibitors of human HePTP phosphatase, primary screen, biochemical, absorbance, leukemia target; AID 521, 2006; inhibition, % at 20 µM; 0.64% of 110,000 active; recombinant HePTP phosphatase activity, OD absorbance; Tyrosine-protein phosphatase non-receptor type 7 (Homo sapiens), P35236; in the data active = inhibition above about 50%;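 also: plate controls were vehicle for no effect and reference inhibitor for full effect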
# Target sequence (P35236 whole entry, looked up): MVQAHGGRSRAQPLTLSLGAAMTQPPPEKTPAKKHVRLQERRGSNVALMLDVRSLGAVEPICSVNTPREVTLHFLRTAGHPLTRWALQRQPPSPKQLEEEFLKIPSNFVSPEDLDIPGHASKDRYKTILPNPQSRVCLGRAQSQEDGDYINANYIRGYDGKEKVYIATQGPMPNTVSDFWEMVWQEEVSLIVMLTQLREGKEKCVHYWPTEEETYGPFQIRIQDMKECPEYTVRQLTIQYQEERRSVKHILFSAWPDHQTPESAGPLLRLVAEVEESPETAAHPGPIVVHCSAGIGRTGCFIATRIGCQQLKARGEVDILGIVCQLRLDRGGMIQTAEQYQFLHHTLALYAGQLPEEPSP
# * hit, by the source's call; nt = not tested or not shown; & = joins results of further samples. Compounds were not picked by outcome. Share with any hit: about 0.95%.
SMILES | HePTP inh | BAP1 inh
Cc1nn2c(-c3ccco3)nnc2c2ccccc12 | 7 | 83
O=C(Cc1nc(-c2ccc(Br)s2)cs1)NCCN1CCOCC1 | 3 | 82
Cc1cc(C(=O)OCc2nnc(-c3ccccc3)o2)c(C)n1-c1ccccc1 | -8 | nt
COc1ccc(N2CCN(CC(=O)N3CCC(C)CC3)CC2)cc1 | 5 | 86
COc1ccc(C(=O)Nc2ccc(Cl)c(-c3nc4ncccc4o3)c2)cc1OC | nt | 69
CCCN1CCN(CCCNC(=O)C2CCCN(c3nnc(-n4cccc4)s3)C2)CC1 (stereo not drawn) | 6 | 101
Cn1nnc(NC(=O)CSc2nnnn2-c2ccc(F)cc2)n1 | 10 | 85
O=C(N=Nc1c(O)[nH]c(=O)[nH]c1=O)c1ccc2c(c1)OCO2 | -4 | nt
Cc1[nH]oc(=O)c1N=Nc1ccccc1C(F)(F)F | -12 | nt
COc1ccc(-c2c(C)oc3c(CN4CCN(C)CC4)c(O)ccc3c2=O)cc1 | 8 | nt
CC(=O)NC(CC(C)C)C(=O)NC(=O)NCc1ccccc1 (stereo not drawn) | 3&9 | 86
CC1CCN(C(=O)C2CC(c3ccc(F)cc3)=NO2)CC1 (stereo not drawn) | 6 | 96
O=C(Nc1ccc2c(c1)C(=O)N(c1ccccc1)C2=O)c1ccco1 | 8 | nt
Cc1nc2nc[nH]n2c(=O)c1NC(=O)c1cccc(OCC(C)C)c1 | -2 | 100
CCn1c(SCC(=O)Nc2ccccc2C)nnc1-c1ccccc1O | 5 | 95
CSc1nc(C)cc(OCC#N)n1 | 6 | 104
Cc1ccc(-c2nnc(NC(=O)Nc3ccc(Cl)c(Cl)c3)s2)cc1 | 7 | nt
O=C(CSc1nc2ccccc2[nH]1)Nc1ccc(F)c([N+](=O)[O-])c1 | -8 | nt
CCN1C(=O)/C(=C2/Sc3ccc(OC)cc3N2C)SC1=Nc1ccc(C(C)=O)cc1 | 9 | 80
CCOc1ccc(C(=O)Nc2cc(-c3nc4ccc(C)cc4o3)ccc2Cl)cc1[N+](=O)[O-] | -9 | nt
Cc1onc(-c2ccccc2)c1C(=O)NC(CC(=O)O)c1ccc(OC(C)C)cc1 (stereo not drawn) | -3 | 98
COc1ccc(N2CC(C(=O)Nc3ncccc3C)CC2=O)cc1 (stereo not drawn) | -4 | 102
COC(=O)CSc1nnc(C)n1-c1cccc(C#N)c1 | -1 | 71
O=c1nc(N2CCOCC2)ccn1-c1nc(-c2ccccc2)oc1-c1ccccc1 | 5 | 94&108
CC1CCCCC1NS(=O)(=O)c1ccc(S(=O)(=O)N2CCCC2)cc1 (stereo not drawn) | -1 | 102
CN1C(=O)/C(=C\c2ccc(OS(=O)(=O)c3ccccc3[N+](=O)[O-])cc2)SC1=S | 2 | nt
Cc1cc(Cl)ccc1N1C(=O)CC(SCCC(=O)O)C1=O (stereo not drawn) | 12 | 142
Cc1cc(NC(=O)CCN2C(=O)/C(=C\c3cccs3)SC2=S)no1 | 7 | nt
CCOc1cc(C=O)cc(I)c1OCc1ccc([N+](=O)[O-])cc1 | 7 | nt
O=C(Nc1ccc2c(c1)OCCO2)c1ccccc1Cl | nt | 77

# Reformatted with values under each structure: entries from further up
# Fields – HePTP inh	BAP1 inh
Cc1cc(NC(=O)CCN2C(=O)/C(=C\c3cccs3)SC2=S)no1
    7	nt
CCOc1cc(C=O)cc(I)c1OCc1ccc([N+](=O)[O-])cc1
    7	nt
O=C(Nc1ccc2c(c1)OCCO2)c1ccccc1Cl
    nt	77

# Further entries:
SMILES | HePTP inh | BAP1 inh
CCc1nccn1S(=O)(=O)c1ccc2ccccc2c1 | -4&-5 | 95
CC(C)OC(=O)C(C#N)c1nc2ccccc2nc1N1CCN(Cc2ccccc2)CC1 (stereo not drawn) | 10 | 72
O=C(CCn1cccc1)Nc1cc(F)ccc1F | 3 | 92
O=C(Cc1nnc(NC(=O)Nc2ccc(Cl)cc2)s1)NCc1ccccc1 | -8 | nt
COc1ccc(COC(=O)C2=C(C)NC3=C(C(=O)CCC3)C2c2ccccc2C(F)(F)F)cc1 (stereo not drawn) | nt | 460
Cc1cc(N)n(-c2nc(-c3cccnc3)nc3ccccc23)n1 | 2 | 129
CC1=NN(C(=O)Cc2ccccc2)C(O)(c2ccc(Cl)cc2)C1 (stereo not drawn) | 1 | nt
CCCc1ncc(C(O)c2ccccc2OC)n1C (stereo not drawn) | -7 | nt
COc1ccc(-c2cc(=O)oc3cc(OCc4nn[nH]n4)ccc23)cc1 | 0 | 85
COc1ccc(-n2c(=O)c3c4c(sc3n3c(=S)[nH]nc23)CCCC4)cc1 | 8 | nt
CCN1C(=O)/C(=C\c2cc(Cl)c(OCCOc3cccc(OC)c3)c(OC)c2)SC1=S | -1 | nt
CCN(CC)S(=O)(=O)c1csc(C(=O)Nc2ccccn2)c1 | 8 | 98
COC(=O)C1=C(C(=O)OC)SC(=C2C(=S)C(C)(C)N(C(=O)Cc3ccccc3)c3ccc(OC)cc32)S1 | 10 | 62
O=C(CSc1nc2ncccc2[nH]1)c1ccc(F)cc1 | 5 | 95
CCOC(=O)C1=CN(c2ccc(OCC)cc2)C=C(C(=O)OCC)C1c1ccccc1OC | -14 | nt
O=C(CSc1nc2c(c(=O)n1-c1ccc(F)cc1)SCC2)NCc1ccco1 | 0 | nt
O=C(Nc1nc(-c2ccc3c(c2)OCCO3)cs1)c1ccc(S(=O)(=O)N2CCCCC2)cc1 | 4 | nt
Cc1cc(OCC(=O)NN)ccc1Cl | -4 | nt
Cc1ccc(S(=O)(=O)Nc2cccc3ncccc23)s1 | 6 | 112
O=C1/C(=C/c2ccco2)SC(=S)N1c1cccc(C(F)(F)F)c1 | 8 | nt
Cc1nc2c(F)c(F)c(C(F)(F)F)c(F)c2[nH]1 | -6 | 100
O=C(Nc1ccc(O)cc1)c1cccc(N2C(=O)c3cccc([N+](=O)[O-])c3C2=O)c1 | 1 | nt
C[N+]1=C(CC(=O)Nc2ccccc2Cl)c2ccccc2CC1(C)C | -9 | nt
N#CC1=C(c2ccccc2)N=P(N2CCOCC2)(N2CCOCC2)N=C1N1CCOCC1 | 1 | nt
COc1ccccc1CNS(=O)(=O)c1ccc(C)c([N+](=O)[O-])c1 | 9 | nt
O=C(Nc1ccc2oc(-c3ccccc3)nc2c1)c1ccc(-c2ccc([N+](=O)[O-])cc2)o1 | 101* | nt
O=C(CC(c1ccccc1)c1ccccc1O)N1CCNCC1 (stereo not drawn) | -11 | nt
COc1ccc(C2/C(=C(/O)c3ccccc3)C(=O)C(=O)N2c2cccc(Br)c2)cc1 (stereo not drawn) | -6 | nt
CCOc1ccc(N2C(=O)NC(=O)/C(=C\c3ccc(-c4ccccc4C(=O)O)o3)C2=O)cc1 | 14 | nt
Cc1nc2ncnn2c(N2CCN(c3cccc(C(F)(F)F)c3)CC2)c1C | 4 | 145

# (continued)
SMILES | HePTP inh | BAP1 inh
COc1ccc(C2CC(C(F)(F)F)n3ncc(C(=O)N(C)Cc4ccccc4)c3N2)cc1OC (stereo not drawn) | -18 | nt
CCOc1ccc(-c2c(C)sc(N)c2C(=O)OC(C)C)cc1 | 10 | nt
C=CCN1Cc2c(sc(C)c2C)N(C(=O)c2ccccc2)C1 | -6 | nt
c1nc(NC2CCCCCC2)c2[nH]cnc2n1 | 8 | 95
O=C1C2C3C=CC(C3)C2C(=O)N1c1ccc2c(c1)CCC2 (stereo not drawn) | 2 | 104
COc1ccccc1C(=O)N/C(=C/c1ccc(Br)cc1)C(=O)N1CCCC1 | 10 | nt
O=C(COC(=O)c1n[nH]c2ccccc12)NC(=O)NC12CC3CC(CC(C3)C1)C2 | -2 | nt
O=C(NC1(C(F)(F)F)NC(=O)N(C2CCCCC2)C1=O)c1cccs1 (stereo not drawn) | 2 | 79
O=C(Cc1cccs1)Nc1ccc(C(=O)O)cc1 | 4 | 105
O=C(O)C1C(C(=O)Nc2ccccc2F)C2C=CC1C21CC1 (stereo not drawn) | -3 | nt
COc1ccc(/C=C/C(=O)c2ccc([N+](=O)[O-])cc2)cc1 | -17 | nt
C#CC1(O)CC(C)NCC1(C)CCC#N (stereo not drawn) | 9 | 116
COc1ccc(N2CCCCn3c2nc2c3c(=O)[nH]c(=O)n2C)cc1 | 4 | nt
O=C(Nc1ccc(Br)cn1)C(c1ccccc1)c1ccccc1 | -8 | nt
Cc1c(N2C(=O)CSC2c2ccccc2)c(=O)n(-c2ccccc2)n1C (stereo not drawn) | 5 | nt
COc1cc(C2C(C(C)=O)=C(O)C(=O)N2CCc2ccc(OC)c(OC)c2)ccc1O (stereo not drawn) | -4 | 116
COc1cc(/C=C2\C(=O)NC(=S)N(c3ccc(F)cc3)C2=O)ccc1OCC(=O)O | -1 | nt
Cc1c(N=Cc2c(O)n(C3CCCCC3)c(=O)[nH]c2=O)c(=O)n(-c2ccccc2)n1C | 1 | 66
C=CCc1cc(/C=C2\C(=O)NC(=O)N(c3ccc(Cl)cc3)C2=O)cc(OC)c1OCC(=O)OC | 7 | nt
CCOc1ccc(NC(=O)CCS(=O)(=O)c2cccc3nsnc23)cc1 | 7 | nt
O=C(O)COc1ccc(Br)cc1/C=N/O | 20 | 99
Cc1ccc(OCCOc2ccc(C=O)cc2)cc1C | 7 | nt
CCC(C)n1c(=O)[nH]c2c(c1=O)CCC2 (stereo not drawn) | nt | 92
O=c1oc2cc(OCc3ccc(Cl)cc3)ccc2c2c1CCCC2 | 5 | nt
COc1ccc(-c2n[nH]c(=S)n2/N=C/c2sccc2C)cc1 | -5 | nt
Cc1ccc(NC2=C(Cl)C(=O)N(c3ccc(Br)cc3)C2=O)c(C)c1 | -8 | nt
CN(Cc1ccccc1)C(=O)COc1ccc(-c2ccccc2)cc1 | -15 | nt
COC(=O)CC1SC(=O)NC1=O (stereo not drawn) | 3 | 55
CCOc1ccc(N2C(=O)C3ON(c4ccccc4)C(c4ccc(SC)cc4)C3C2=O)cc1 (stereo not drawn) | -1 | nt
CSC1=NCCN1C(=O)c1ccc(S(=O)(=O)N2CCOCC2)cc1 | -10 | 92

# Following part
SMILES | HePTP inh | BAP1 inh
Clc1ccccc1Cn1nnc(-c2cccs2)n1 | 10 | 86
Cc1ccc(CNC(=O)C(=O)Nc2ccccc2F)cc1 | 1 | nt
Cc1[nH]nc2c1C(c1ccc(F)cc1)C(C#N)=C(N)O2 (stereo not drawn) | 9 | 94
Cc1ccc(NC(=O)c2ccccc2NC(=O)c2ccccc2)cc1 | nt | 105
COc1cccc(N2C(=O)/C(=C/c3cccc4ccccc34)SC2=S)c1 | -5 | nt
O=C(NCc1ccccc1Cl)c1ccc(I)cc1 | 10 | nt
COc1ccc(S(=O)(=O)N(C)c2ccc(C(=O)NCC3CCCO3)cc2)cc1 (stereo not drawn) | 4 | 88
CC(C)(C)C(=O)Nc1ccc(N2CCOCC2)cc1 | 2 | nt
CCN=C1SC(CC(=O)Nc2ccccc2C#N)C(=O)N1CC (stereo not drawn) | 3 | nt
Nc1c(C(O)(C(F)(F)F)C(F)(F)F)ccc2ccccc12 | 1 | 46*
C=C(C)CSc1nnc(-c2ccc(OC)c(OC)c2)n1N | 3 | nt
O=C(O)CNC(=O)c1ccccc1F | 6 | 106
COCCOC(=O)c1c(C)oc2ccc(OCC=C(C)C)cc12 | -2 | 89
Cc1cc(C)c2nc3s/c(=C\c4ccc(Br)cc4)c(=O)n3c2c1 | 7 | nt
CCOC(=O)C1CCN(c2ncnc3nc[nH]c23)CC1 | 2 | 98
[O-]/[N+](=C/c1ccc(F)cc1)c1ccccc1 | 0 | 68
Cc1ccc2oc(C(=O)Nc3c(C)n(C)n(-c4ccccc4)c3=O)c(C)c2c1 | 2 | 124
Cc1cccc(C)c1NC(=O)CSc1nnc(-c2ccco2)n1-c1ccccc1 | 9 | nt
CC(C)NC(=O)c1cccc([N+](=O)[O-])c1 | 5 | nt
C(=NCc1ccccc1)c1cn(-c2ccccc2)nc1-c1ccccc1 | nt | 82
O=C(Nc1ccc2c(c1)OCO2)Nc1cnccn1 | 8 | 98
CCCCC(=O)Nc1ncc(Br)s1 | 4 | 80
O=C1C2C3C=CC(C4CC34)C2C(=O)N1c1cccc(Cl)c1 (stereo not drawn) | 5 | nt
O=C(Nc1nncs1)c1cc(-c2ccccc2Cl)nc2ccccc12 | 6 | nt
CCN(CC(=O)NC1CCS(=O)(=O)C1)c1nc(-c2ccccc2)nc2ccccc12 (stereo not drawn) | -3 | 68
O=C(c1ccc(N2CN(C(=O)c3ccco3)c3nc4ccccc4nc32)cc1)N1CCOCC1 | 12 | 120
COc1ccc(C2C(C(=O)/C=C/c3ccccc3)=C(O)C(=O)N2CCCCCC(=O)O)c(OC)c1 (stereo not drawn) | 11 | nt
CCOC(=O)N1CCN(S(=O)(=O)c2ccc(C)cc2)C1c1ccccc1 (stereo not drawn) | -3 | nt
CCOC(=O)NC(Nc1ncccn1)(C(F)(F)F)C(F)(F)F | -10 | 106
COc1ccc2cc(C3(C)NC(=O)N(CC(=O)NCc4ccco4)C3=O)ccc2c1 (stereo not drawn) | 9 | 96

# The listing continues.
SMILES | HePTP inh | BAP1 inh
O=Cc1cn(-c2ccccc2)nc1-c1cccs1 | -9 | nt
O=C(O)c1ccc(NCc2cccs2)cc1 | 3 | nt
O=Cc1ccccc1OCc1ccc(F)cc1 | 4 | nt
CCc1ncc(C(O)c2cccc3ccccc23)n1C (stereo not drawn) | 8 | 93
OC1CCN(c2ncnc3nc[nH]c23)CC1 | 3 | 88
O=C(Cn1c(-c2cncs2)nc2ccccc21)NCCc1ccccc1 | -5 | 89

# Looked up one by one from above, four records:
SMILES | HePTP inh | BAP1 inh
C=C(C)CSc1nnc(-c2ccc(OC)c(OC)c2)n1N | 3 | nt
O=C(CSc1nc2ncccc2[nH]1)c1ccc(F)cc1 | 5 | 95
Cc1c(N2C(=O)CSC2c2ccccc2)c(=O)n(-c2ccccc2)n1C (stereo not drawn) | 5 | nt
CC1CCN(C(=O)C2CC(c3ccc(F)cc3)=NO2)CC1 (stereo not drawn) | 6 | 96
